Compound activity deposited in PubChem by National Center for Advancing Translational Sciences (NCATS).
SNCA expr inh: inhibitors of alpha-synuclein (SNCA) gene expression. Potency, µM (series often up to 57.2 µM), without a hit: at the highest dose activity change, negative = inhibition, actives largely listed as inhibitors. 140,000 compounds, 0.17% hits. HEK-293 SNCA-luciferase knock-in, luminescence, 24 h;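 also: potency is read from the fitted curve at half-maximal effect; plate controls were DMSO cells for no effect and cell-free wells for full effect; nearly all actives have a fitted effect of over 45% in size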
HEK cytotox: kills HEK 293 cells | HEK 293 viability, ATP luminescence (CellTiter-Glo), 48-72 h | 94,000 compounds, 6.6% hits | Potency, µM (highest dose often 115 µM), for inactives: top-dose activity change, negative = cytotoxicity, usual class: inhibitors | AID 1345083; also: potency is read from the fitted curve at half-maximal effect; nearly all actives have a fitted effect of over 60% in size
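ATP-coupled CellTiter-Glo luminescence served as viability read-out, recorded 10 min after reagent addition at room temperature. HEK 293 cells, 250 cells/well, had been incubated with pintool-transferred compound for 48 or 72 hr at 37 degree Celsius.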
SNCA viab count: reduces viability of HEK-293 SNCA reporter cells; HEK-293-SNCA-luc viability, GF-AFC fluorescence, 24 h; Potency, µM (titrated, usually from 57.1 µM), for the others: top-dose activity change, negative = cytotoxicity, actives largely listed as cytotoxic; 150,000 compounds, 0.12% hits; AID 1671193;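 also: potency is read from the fitted curve at half-maximal effect; 0% = DMSO-treated cells and -100% = medium-only wells without cells; nearly all actives have a fitted effect of over 30% in size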
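Cytotoxicity counterscreen: after 24 h compound treatment of genome-edited SNCA-luciferase HEK-293 cells, live-cell protease substrate GF-AFC read by fluorescence after 30 min; activity scaled between DMSO (0%) and medium-only (-100%), curves Hill-fitted.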
GPT2 inhibitor: blocks human glutamate pyruvate transaminase 2 | Potency, µM (highest dose often 57.7 µM), for the others: top-dose activity change, negative = inhibition, usual class: inhibitors | Recombinant GPT2, coupled pyruvate oxidase/HRP Amplex Red fluorescence | 100,000 compounds, 0.25% hits; also: potency is read from the fitted curve at half-maximal effect; nearly all actives have a fitted effect of over 60% in size; many of its hits are not listed in these tables
Target sequence (Q8TD30 whole entry, looked up): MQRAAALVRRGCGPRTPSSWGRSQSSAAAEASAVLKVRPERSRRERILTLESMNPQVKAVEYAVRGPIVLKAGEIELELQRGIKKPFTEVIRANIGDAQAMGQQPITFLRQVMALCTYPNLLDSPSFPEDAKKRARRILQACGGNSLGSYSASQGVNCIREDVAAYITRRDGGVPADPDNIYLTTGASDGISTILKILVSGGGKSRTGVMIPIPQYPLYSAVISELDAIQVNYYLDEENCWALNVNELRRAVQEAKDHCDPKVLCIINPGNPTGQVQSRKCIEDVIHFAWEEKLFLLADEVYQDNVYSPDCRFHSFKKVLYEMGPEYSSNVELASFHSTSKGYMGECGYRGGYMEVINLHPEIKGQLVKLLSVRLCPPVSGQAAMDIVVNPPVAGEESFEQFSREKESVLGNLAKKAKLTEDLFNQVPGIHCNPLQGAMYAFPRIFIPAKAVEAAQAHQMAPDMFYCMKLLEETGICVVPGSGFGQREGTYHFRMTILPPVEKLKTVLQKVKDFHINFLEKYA
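Recombinant GPT2 (10ng/uL) with 250uM a-KG and 2mM L-alanine, 30 min at room temperature, in HEPES pH 7.5 buffer. Pyruvate detected by pyruvate oxidase/HRP/Amplex Red fluorescence after 30 min in the dark; AOA (50uM) as positive control.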
3T3 cytotox: NIH 3T3 cell cytotoxicity; NIH 3T3 viability, CellTiter-Glo ATP luminescence, 48-72 h; Potency, µM (highest dose often 96.7 µM), without a hit: top-dose activity change, negative = cytotoxicity, hits mostly inhibitors; 94,000 compounds, 4.3% hits; also: potency is read from the fitted curve at half-maximal effect; nearly all actives have a fitted effect of over 55% in size
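Cells were seeded at 400 per well, treated with pin-transferred compound, and kept 48 or 72 hr at 37 °C before CellTiter-Glo addition and luminescence imaging of cellular ATP.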
Luciferase inh: inhibitors of firefly (Photinus pyralis) luciferase. Potency, µM (titrated, usually from 115 µM), for the others: top-dose activity change, negative = inhibition, actives largely listed as inhibitors. purified P. pyralis luciferase, luminescence, biochemical. 76,000 compounds, 2.5% hits. AID 1347043; also: potency is read from the fitted curve at half-maximal effect; nearly all actives have a fitted effect of over 65% in size
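Luminescence read by CCD imaging after purified firefly luciferase (10nM final) was added to substrate buffer holding 10uM D-luciferin and 10uM ATP, pH 7.5, pre-dosed with compound.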
IP6K1 inhibitor: IP6K1 kinase inhibition; Q92551; activity change, % (series mostly up to about 58 µM); 140,000 compounds, 0.81% hits; IP6K1 kinase, ADP-Glo luminescence, 2 h; hits give low values; AID 1645851; in the data active = activity change below about -25%
Target sequence (Q92551 whole entry, looked up): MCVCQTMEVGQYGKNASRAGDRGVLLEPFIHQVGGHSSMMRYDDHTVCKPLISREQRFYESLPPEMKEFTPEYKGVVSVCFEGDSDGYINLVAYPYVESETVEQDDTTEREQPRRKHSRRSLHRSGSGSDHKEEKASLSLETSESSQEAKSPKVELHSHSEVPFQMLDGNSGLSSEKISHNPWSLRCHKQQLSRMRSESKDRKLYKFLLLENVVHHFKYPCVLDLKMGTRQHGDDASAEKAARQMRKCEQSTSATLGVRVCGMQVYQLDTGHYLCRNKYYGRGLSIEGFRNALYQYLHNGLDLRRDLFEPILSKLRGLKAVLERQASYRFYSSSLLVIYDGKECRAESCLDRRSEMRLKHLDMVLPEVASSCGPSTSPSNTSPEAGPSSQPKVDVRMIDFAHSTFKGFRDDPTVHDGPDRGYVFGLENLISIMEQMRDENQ
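ADP-Glo luminescence measures ADP made by human IP6K1 during a 2 h RT reaction with ATP/IP6 (mix at 1.3 mM/130 uM); top library doses 57.5 and 19.1 uM final.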
* = called active by the depositor; i = inactive; ? = inconclusive; nt = not tested or not shown; [ ] = another dose, or the depositor's remark. Unless noted, calls follow the shape of the dose curve; as a rule, active = well fitted curve in the direction sought with a large enough effect; inconclusive = small, poorly fitted or top-dose-only effect, or another doubt; inactive = no such curve, though single readings can be large; an effect the other way counts as inactive or inconclusive. Unless noted, % is scaled to controls: 0 for no effect and ±100 for the full control effect. An excerpt; count on the stated rates, not on these rows.

A first look, 2 compounds:
| Compound | IP6K1 inhibitor | Luciferase inh | SNCA expr inh | 3T3 cytotox | GPT2 inhibitor | HEK cytotox | SNCA viab count |
| --- | --- | --- | --- | --- | --- | --- | --- |
| COc1ccccc1NC(=O)C1=C(C)Nc2nc(SCc3ccccc3Cl)nn2C1c1ccccn1 (configuration not stated) | -1 | nt | -20% | nt | nt | nt | 10% |
| COc1ccc(NC(=O)c2cnc3n2CCN(Cc2ccccc2)CC3)cc1 | 28 | -1%[172 µM] | 7%[87.6 µM] | ? | -7%[88.5 µM] | ? | -5%[87.6 µM] |

All compounds of this part (from the top)
| Compound | IP6K1 inhibitor | Luciferase inh | SNCA expr inh | 3T3 cytotox | GPT2 inhibitor | HEK cytotox | SNCA viab count |
| --- | --- | --- | --- | --- | --- | --- | --- |
| COc1ccccc1NC(=O)C1=C(C)Nc2nc(SCc3ccccc3Cl)nn2C1c1ccccn1 (configuration not stated) | -1 | nt | -20% | nt | nt | nt | 10% |
| COc1ccc(NC(=O)c2cnc3n2CCN(Cc2ccccc2)CC3)cc1 | 28 | -1%[172 µM] | 7%[87.6 µM] | ? | -7%[88.5 µM] | ? | -5%[87.6 µM] |
| COCCCNC(=O)[C@@H]1Cc2cn(Cc3cc(C)on3)c3cccc(c23)[C@H](CC(C)C)N1 | -2 | 2% | 7% | ? | -1% | 35µM* | -11% |
| FC(F)(F)c1cccc(C2=NOC3(CCCN(Cc4cccc5ccccc45)C3)C2)c1 (configuration not stated) | 0 | 5% | -7% | ? | i | ? | 4% |
| CSCCc1nc(Cn2cccnc2=O)n(-c2ccccc2C(=O)O)n1 | 8 | -7% | 4% | 1% | i | -8% | -4% |
| O=C(C1CCCC1)N1CCC(N2CC(OCC3CC3)C23CCOCC3)CC1 (configuration not stated) | 1 | 4% | -12% | -7% | i | 0% | 0% |
| CC#CC(=O)N1CCCC(C(=O)Nc2cccc(-c3cccc(C)c3)c2)C1 (configuration not stated) | 2 | 16µM* | 151%[activator] | ? | -6% | ? | -6% |
| CSc1ccc(CCNC(=O)Cn2c(C)c3cnn(-c4ccccc4)c(=O)c3c2C)cc1 | -17 | nt | 13% | nt | nt | nt | 4% |
| O=C(NCc1ccc(F)cc1)C1CCN(C(=O)c2ccc(-n3ccc4ccccc43)s2)CC1 | -2 | nt | 8% | nt | nt | nt | -5% |
| Cc1ccc(S(=O)(=O)N2CCN(C3CCN(Cc4cccnc4)C3=O)CC2)cc1C (configuration not stated) | 21 | 9% | ? | -24% | 2% | -40% | 10% |
| O=C1C(N2CCN(S(=O)(=O)c3cc(F)cc(F)c3)CC2)CCN1CCc1ccccc1 (configuration not stated) | 5 | 9% | 5% | ? | i | ? | 2% |
| COc1cc(F)c(CN2CCC3(CCCNC3)C2)c(F)c1 (configuration not stated) | 4 | -3% | 3% | -25% | -2% | -18% | 5% |
| Cc1ccc(C)c(N2CCN(C(c3ccccc3)c3nnc(-c4ccccc4F)o3)CC2)c1 (configuration not stated) | -13 | nt | -7% | nt | nt | nt | -19% |
| CCc1nn(-c2ccc(F)cc2)c(Oc2ccccc2)c1CCC(=O)N(C)C(C)C | 2 | -10% | -22% | ? | i | ? | 0% |
| O=C(O)CO[C@@H]1COCC[C@H]1NC(=O)c1cccc2c1OCCO2 | 20 | -4% | -3% | 0% | -7% | i | 1% |
| Cc1cc(OCC(=O)NCC2(N(C)C)CCCCC2)cc(C)c1Cl | 25 | nt | 22% | nt | nt | nt | 11% |
| CN(CC(=O)N1CC[C@H](N(C)C)[C@H](CCC(=O)O)C1)Cc1ccccc1F | -7 | -2% | -13% | -17% | -15% | -7% | 3% |
| CNC(=O)CCn1ncc2cc(OCc3ccccc3-c3cc(F)ccc3C)ccc21 | -14 | ? | ? | 79µM* | 4%[88.5 µM] | 63µM* | -23%[87.6 µM] |
| Cc1cccc(CN2CCc3c(sc4ncnc(N(C)C)c34)C2)c1 | -9 | 4% | -8% | ? | ? | ? | -6% |
| C[C@H](NC(c1cccc2[nH]c(=O)c(=O)[nH]c12)P(=O)(O)O)c1ccc(Br)cc1 (some centres not stated) | 18 | nt | nt | nt | 0% | nt | 3% |

Later entries.
| Compound | IP6K1 inhibitor | Luciferase inh | SNCA expr inh | 3T3 cytotox | GPT2 inhibitor | HEK cytotox | SNCA viab count |
| --- | --- | --- | --- | --- | --- | --- | --- |
| CCC(C)NC(=O)C(NC(=O)c1ccccc1Cl)C1CCN(C(=O)c2cccc(OC)c2)CC1 (configuration not stated) | -2 | -17% | 17% | ? | i | -6% | 9% |
| CCn1c(=O)c2c(cc(C)n2C)n(CC(=O)Nc2cc(Cl)ccc2C)c1=O | -1 | -5% | -11% | -8% | i | -5% | -4% |
| Cn1cc(S(=O)(=O)c2cccc(Cl)c2)c(=O)c2cc(F)c(N3CCN(c4ccccc4)CC3)cc21 | -6 | nt | 3% | nt | nt | nt | 9% |
| COc1ccc2[nH]c3c(c2c1)CCNC31CCN(C(=O)C2CC2)CC1 | -3 | 6% | -22% | -4% | i | ? | 0%[12.5 µM] |
| Cc1cnc(N2CC3CCC(C2)N3CC(F)(F)F)s1 | -8 | nt | -9% | -13% | i | -17% | -5% |
| Cc1ccc(S(=O)(=O)N2CC=C(c3c(C)n(CC(=O)N4CCCC4)c4ccccc34)CC2)cc1C | 16 | nt | 21% | nt | nt | nt | -20% |
| O=C(Nc1nccs1)C1c2ccccc2C(=O)N(Cc2ccccc2)C12CCCC2 (configuration not stated) | -3 | 13% | 4% | 1% | i | ? | -1% |
| CN(C)c1nc2c(c(=O)[nH]1)CCN(Cc1cc(F)ccc1F)CC2 | 3 | -1% | -7% | -20% | -3% | -19% | -4% |
| COc1ccc(CCNC(=O)c2ccc3c(c2)N(Cc2ccc(F)cc2)CCS3)cc1OC | -9 | nt | ? | nt | nt | nt | -21% |
| COc1ccc(C(=O)N2CCCC3(C2)Nc2cccnc2NC3=NCc2ccccc2)cc1 (configuration not stated) | 0 | -6% | ? | -14% | i | -26% | -1% |
| CN(CC1CCOC1)S(=O)(=O)Cc1ccccc1 (configuration not stated) | 23 | 0% | 0% | -17% | i | 3% | 7% |
| CC(C)n1nc(OC(C)(C)C(=O)NCCc2ccccn2)c2cc(CN3CCOCC3)ccc21 | 8 | -5% | 0% | ? | -10% | -1% | -8% |
| COc1cccc(-n2c(-c3ccco3)nc3c(cnn3-c3ccccc3C)c2=O)c1 | 35 | nt | ? | nt | nt | nt | -18% |
| CC(C)c1ccc(Nc2cc(C(=O)NCCc3ccccc3)c3ccccc3n2)cc1 | 6 | nt | 19% | nt | nt | nt | 7% |
| CCCC(=O)Nc1cc(-c2ccncc2)nn1C | 0 | nt | 1%[87.6 µM] | -14%[138 µM] | i | i | 3%[87.6 µM] |
| O=C(Cn1ncc2c3ccccc3n(Cc3cccc(Cl)c3)c2c1=O)NCCC1=CCCCC1 | 3 | nt | -14% | nt | nt | nt | 7% |
| O=C(NC1CCCCCC1)C1CCN(C(=O)c2ccc(-c3cccs3)cc2)CC1 | -5 | nt | nt | ? | nt | ? | nt |
| COc1cccc(-c2ccnc3nc(CCc4ccccc4)nn23)c1 | 6 | -6% | 10% | ? | -13% | ? | 4% |
| Cc1oc2ccn(Cc3cccc(F)c3)c(=O)c2c1C(=O)NCc1cccc(F)c1 | 5 | -11% | -5% | ? | -10% | ? | -2% |
| O=C1c2cncnc2OCC(CNC(=O)C2(c3ccccc3)CC2)N1Cc1ccccc1 (configuration not stated) | 5 | -16%[172 µM] | -21%[87.6 µM] | ? | 2%[88.5 µM] | ? | -27%[87.6 µM] |

Continuation.
| Compound | IP6K1 inhibitor | Luciferase inh | SNCA expr inh | 3T3 cytotox | GPT2 inhibitor | HEK cytotox | SNCA viab count |
| --- | --- | --- | --- | --- | --- | --- | --- |
| CCC(C(=O)NCCc1cc(OC)ccc1OC)n1nc(C)c2c(C)n(-c3ccccc3)nc2c1=O (configuration not stated) | 27 | nt | ? | nt | nt | nt | -15% |
| CCn1c(=O)cc(OCC(=O)N(C)c2cc(Cl)ccc2C)c2ccccc21 | -11 | nt | -9% | nt | nt | nt | 3% |
| O=C(c1ccccn1)N1CCC2(COc3ncccc3S(=O)(=O)N2)C1 (configuration not stated) | 3 | nt | 4% | 5% | -10% | i | -9% |
| COC(=O)[C@@H]1Cc2c([nH]c3ccccc23)[C@@H]2C[C@@H](NCCNC(C)=O)C[C@@H](c3ccc(F)c(F)c3)N12 | -16 | -4% | -10% | 32µM* | 1% | 32µM* | -1% |
| CCc1nn(CCO)c(CC)c1Oc1cc(C#N)cc(C#N)c1 | 4 | nt | nt | nt | i | nt | -19% |
| Cc1ncccc1C(=O)N1CCC(c2nc(CCOCC3CC3)no2)C1 (configuration not stated) | -3 | nt | 37% | -1% | i | -1% | 13% |
| COCCC1(NC(=O)C2CCOCC2)CCN(C(=O)C(C)c2ccccc2)CC1 (configuration not stated) | -7 | -6% | -2% | i | -19% | 4% | -2% |
| COc1ccc(-c2nc3c4ccccc4n(CC(=O)N4CCN(c5ccccc5F)CC4)c(=O)n3n2)cc1 | 4 | nt | 6% | nt | nt | nt | -1% |
| CCOC(=O)c1c(C)oc2nc(C)nc(N3CCN(c4ccc(C(C)=O)cc4)CC3)c12 | -10 | nt | 80%[activator] | nt | nt | nt | 0% |
| Cc1ccc(NC(=O)NCC2CCOCC2)cc1C | 4 | ? | 28% | i | i | 15% | 10% |
| Cc1nc(C(=O)N2CCC(c3[nH]ncc3-c3ccccc3C)CC2)cs1 | -10 | 65% | 10% | -6% | i | ? | 1% |
| CCNC(=O)OC1CCN(C(=O)NC2CCCC2)CC(=O)N(C)c2ccccc21 (configuration not stated) | 10 | nt | nt | ? | nt | i | nt |
| COc1ccccc1-c1cccc(CN2CCC(NC(=O)C3CCCC3)CC2)c1 | 14 | nt | -14% | ? | 4% | ? | 0% |
| COc1ccc(S(=O)(=O)N(CC(=O)N2CCc3ccccc3C2)c2ccc(C)cc2)cc1 | 0 | nt | -13% | nt | nt | nt | ? |
| Cc1ccn2c(=O)cc(COc3ccc(NC(=O)c4ccccc4F)cc3)nc2c1 | -6 | nt | 2% | nt | nt | nt | 0% |
| CCN1CCN(CCCNC(=O)c2ccc3c(c2)sc2nc(-c4ccc(C)cc4)cn23)CC1 | -5 | nt | ? | nt | nt | nt | ? |
| O=C(CCCn1c(=O)[nH]c2ccsc2c1=O)N1CCN(c2cccc(C(F)(F)F)c2)CC1 | -9 | nt | 0% | nt | nt | nt | -3% |
| Cc1ccc(C)c(NC(=O)C(=O)NCCc2csc(-c3ccc(C(F)(F)F)cc3)n2)c1 | -1 | nt | 9% | nt | nt | nt | 19% |
| CN1[C@@H](CCC(=O)N2CCc3ccccc32)CNC(=O)[C@@H]2[C@H]1CCN2Cc1ccc(S(C)(=O)=O)cc1 | 7 | 3% | -15% | -21% | 3% | -10% | 0% |
| CCOc1cc(CNc2ccc(O)cc2)cc(Br)c1OCc1ccccc1 | -43* | nt | -6% | nt | nt | nt | -11% |
